# Screening data from PubChem.
# IL-2 act = activators of IL-2 | AID 652025 | IL-2 activation reporter assay, cell-based qHTS; stimulated with anti-CD3/CD4/CD28 beads; in transgenic mouse T cells | activation, % (series mostly up to about 46 µM) | 360,000 tested, 0.065% active; in the data active = activation above about 50%; inconclusive = mostly about 30% to 49%; also: 0% is about no effect
#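 Readout: EGFP and DsRed signals by fluorescent plate cytometry. Unstimulated transgenic mouse T cells received compound 60 min before antibody-bead stimulation, then incubated 18 h at 37 degrees C.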
# HepG2 tox = counter-screen for TGF-b inhibitors: cytotoxicity in HepG2 cells; HepG2 CAGA-GFP viability, ATP luminescence, 18 h; Potency, µM (top dose mostly 46.1 µM), inactives show at the top dose activity change, negative = cytotoxicity, most hits filed as cytotoxic; 410,000 tested, 0.76% active; AID 588856; also: potency is read from the fitted curve at half-maximal effect; some results filed as inactive show a strong effect at the top dose
#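 CellTiter-Glo luminescence gave cytotoxicity after 18 hours at 37 degrees C. The cells were HepG2 CAGA-GFP in 1% FBS DMEM, stimulated with 500 pg/mL TGF-beta after compound addition. %Activity was normalised to no-cell wells (complete cell-killing) and DMSO (no toxicity), and curves were fitted and classified.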
# A549 viability = kills or reduces viability of A549 cells in Nrf2 counter-screen; 390,000 tested, 0.16% active; Potency, µM (series often up to 46 µM), for inactives: at the top dose activity change, negative = cytotoxicity, usual class: inhibitors; A549 ARE-Fluc cells, CellTiter-Fluor viability, 18-24 h; also: potency is read from the fitted curve at half-maximal effect; % is scaled to controls: 0 for no effect and ±100 for the full control effect
#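 A549 ARE_Fluc cells in 5% FBS OPTI-MEM were exposed to compounds in concentration-response for 18-24 h at 37 deg C. Viability was read by CellTiter-Fluor fluorescence (Ex 405/Em 525) after 30 min, before the luciferase read.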
# Nrf2 inh = Nrf2 pathway inhibition; A549 ARE-Fluc reporter, luciferase luminescence, 18-24 h; Potency, µM (titrated, usually from 46 µM), for inactives: top-dose activity change, negative = inhibition, usual class: inhibitors; 360,000 tested, 2.1% active; AID 504444; also: potency is read from the fitted curve at half-maximal effect; % is scaled to controls: 0 for no effect and ±100 for the full control effect; nearly all actives have a fitted effect of over 60% in size
#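 Reporter: ARE-Fluc in A549. Exposure: 18-24 h, 37 °C, 5% CO2, 5% FBS OPTI-MEM. Readouts: fluorescent cytotoxicity (CellTiter-Fluor), then luminescent Nrf2 signal after BugLite.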
# S2 tox = reduces viability in counter-screen for ATXN expression inhibitors | S2 cells (HEK-293 line with an ATXN2-luciferase reporter) viability, CellTiter-Fluor protease fluorescence, 24 h | Potency, µM (doses to about 56.7 µM), hits mostly cytotoxic | 400,000 tested, 0.49% active; also: potency is read from the fitted curve at half-maximal effect; nearly all actives have a fitted effect of over 40% in size
# EPAC2 ag = agonists of human EPAC2 (RAPGEF4). Q8WZA2. 360,000 tested, 0.079% active. Potency, µM (highest dose often 154 µM), for the others: at the top dose activation, actives largely listed as activators. AID 720711. EPAC2 activation, biochemical qHTS; response scale: 100% = 6.5 mM cAMP response; also: potency is read from the fitted curve at half-maximal effect; nearly all actives have a fitted effect of over 50% in size
# Target sequence (Q8WZA2 whole entry, looked up): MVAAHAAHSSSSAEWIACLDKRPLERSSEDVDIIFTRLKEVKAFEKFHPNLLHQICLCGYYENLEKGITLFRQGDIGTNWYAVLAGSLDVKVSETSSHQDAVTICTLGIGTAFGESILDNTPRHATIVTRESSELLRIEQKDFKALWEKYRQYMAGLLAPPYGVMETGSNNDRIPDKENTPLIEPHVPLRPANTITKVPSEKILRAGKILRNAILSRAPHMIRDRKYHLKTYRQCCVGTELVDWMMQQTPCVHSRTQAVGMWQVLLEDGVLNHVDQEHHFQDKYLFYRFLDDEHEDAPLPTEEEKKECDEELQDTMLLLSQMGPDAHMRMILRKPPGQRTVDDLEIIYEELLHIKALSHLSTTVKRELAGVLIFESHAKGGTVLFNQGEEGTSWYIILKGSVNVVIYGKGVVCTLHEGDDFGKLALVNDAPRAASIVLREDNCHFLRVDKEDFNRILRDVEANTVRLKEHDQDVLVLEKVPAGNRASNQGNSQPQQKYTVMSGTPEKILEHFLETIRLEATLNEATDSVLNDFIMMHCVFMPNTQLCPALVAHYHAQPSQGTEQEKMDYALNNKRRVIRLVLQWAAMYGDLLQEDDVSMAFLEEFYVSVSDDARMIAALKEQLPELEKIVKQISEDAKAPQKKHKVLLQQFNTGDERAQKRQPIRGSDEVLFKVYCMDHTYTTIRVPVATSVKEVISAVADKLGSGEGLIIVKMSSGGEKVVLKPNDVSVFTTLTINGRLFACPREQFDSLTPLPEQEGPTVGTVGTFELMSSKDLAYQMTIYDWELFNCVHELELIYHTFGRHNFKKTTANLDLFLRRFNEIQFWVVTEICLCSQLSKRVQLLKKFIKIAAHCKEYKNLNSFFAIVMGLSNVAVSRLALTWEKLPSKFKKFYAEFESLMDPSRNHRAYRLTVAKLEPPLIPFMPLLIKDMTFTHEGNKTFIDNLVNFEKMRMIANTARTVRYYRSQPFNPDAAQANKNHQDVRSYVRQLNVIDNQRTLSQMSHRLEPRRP
#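 Compounds were titrated in qHTS against a Rap1B-BODIPY-GDP (250 nM) complex with EPAC2 (100 nM) and GDP (50 uM). BODIPY-GDP release tracked at 480/540 nm over 30 min at room temperature, normalized to 6.5 mM cAMP.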
# ATXN2 expr inh = ATXN2 expression inhibition | 360,000 tested, 0.72% active | AID 1745845 | Potency, µM (highest dose often 57 µM), for inactives: top-dose activity change, negative = inhibition, most hits filed as inhibitors | HEK-293 ATXN2-luciferase reporter, luminescence, 24 h; also: potency is read from the fitted curve at half-maximal effect; % is scaled to controls: 0 for no effect and ±100 for the full control effect; nearly all actives have a fitted effect of over 55% in size
#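 qHTS (up to 57 uM final) was run with 24 h compound exposure of reporter cells at 37 °C. Each well was multiplexed: SteadyGlo luminescence measured ATXN2-luciferase expression after a fluorogenic Gly-Phe-AFC viability readout (25 uM final).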
# Nrf2 ARE act = activates Nrf2 signaling | AREc32 ARE-luciferase reporter (MCF7-derived line), luminescence, 24 h | Potency, µM (series often up to 46.1 µM), without a hit: at the highest dose activation, hits mostly activators | 410,000 tested, 0.31% active | AID 624171; also: potency is read from the fitted curve at half-maximal effect; % of control where 0% means no effect; nearly all actives have a fitted effect of over 65% in size
#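 Each well held 1000 AREc32 cells, which were incubated with compound for 24 hr at 37 deg C after overnight attachment, and ARE reporter activity was quantified by firefly luciferase luminescence.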
# TGFb SMAD3 inh = inhibitors of TGF-b signaling; AID 588855; HepG2 CAGA-GFP TGF-b/SMAD3 reporter, GFP fluorescence, 18 h; TGF-beta stimulated, 500 pg/mL final; Potency, µM (doses to about 46.1 µM), inactives show at the highest dose activity, negative = inhibition, actives largely listed as inhibitors; 410,000 tested, 1.2% active; also: potency is read from the fitted curve at half-maximal effect; % is scaled to controls: 0 for no effect and ±100 for the full control effect; nearly all actives have a fitted effect of over 65% in size
#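 HEPG2 CAGA-GFP, 1000 cells/well; 2 h settle, 37 C; cpd via pin tool; TGF-b 500 pg/mL final; 18 h, 37 C; GFP imaging ex488/em500-530; %Activity normalised to -TGF-b and +DMSO controls; CRC fit, curve class.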
# * marks the source's active call; other numbers are inactive results; i = inactive; ? = inconclusive; . = not tested or not shown; & = joins results of further samples; [ ] = remark or other dose. Unless noted, calls follow the shape of the dose curve; as a rule, active = well fitted curve in the direction sought with a large enough effect; inconclusive = small, poorly fitted or top-dose-only effect, or another doubt; inactive = no such curve, though single readings can be large; an effect the other way counts as inactive or inconclusive. This is a random part of the collection; any-hit rate near 4.3%.
SMILES,IL-2 act,HepG2 tox,A549 viability,Nrf2 inh,S2 tox,EPAC2 ag,ATXN2 expr inh,Nrf2 ARE act,TGFb SMAD3 inh
CCOC(=O)C1=C(C)N(CCC(=O)O)C(=O)NC1c1ccccc1Cl (stereo not given),0.8,0%,-1%,2%,i,2%,3%,0.0%,8%
CSc1ccc(C2c3c(oc4cc(C)cc(C)c4c3=O)C(=O)N2Cc2ccco2)cc1 (stereo not given),.,0%,12%,14%,i,.,0%,0.3%,13%
COc1ccc(C(=O)COC(=O)c2cc([N+](=O)[O-])ccc2N2CCOCC2)c(OC)c1,0.4,-23%,-9%,6%,?,0%,-7%,3.5%,5%
N#Cc1c(NC(=O)c2ccc(Cn3cc(Br)cn3)o2)sc2c1CCCCCC2,0.1,-2%,?,.,?,-3%,5%,2.7%,?
O=C(NC(C(=O)N/N=C/c1cc([N+](=O)[O-])ccc1O)c1n[nH]c(=O)c2ccccc12)c1ccccc1 (stereo not given),-3.0,3%,-5%,-5%,i,-6%,-22%,1.9%,-6%
O=C(CSc1nnc(NC(=O)C2CC2)s1)NCc1ccco1,-1.1,17%,-5%,-6%,?,4%,8%,4.6%,10%
COCCN(CC(=O)Nc1cccc(C)c1)S(=O)(=O)c1ccc(S(=O)(=O)N2CCCC2)cc1,-2.1,-14%,3%,9%,i,5%,-28%,-0.2%,-4%
O=C(C[C@H]1C[C@H]2c3cc(NC(=O)CC4CC4)ccc3O[C@H]2[C@H](CO)O1)NCc1ccccc1F,-2.8,-6%,.,.,i,-7%,-13%,-0.6%,7%
COC(=O)CSC(C(=O)Nc1ccc(C)c(C)c1)c1ccccc1 (stereo not given),-2.1,-21%,0%,23%,i,11%,16%,20%,0%
Cc1ccc2c(c1)C(=O)C(=O)N2CC(=O)Nc1ccccc1NC(=O)c1ccccn1,0.3,-8%,-5%,-3%,i,13%,0%,2.1%,?
CC1Cc2ccccc2N1C(=O)CSc1nc2ccccc2s1 (stereo not given),-5.5,-17%,-12%,-5%,i,6%,.,4.5%,?
CCn1c2ccccc2c2cc(NC(=O)COC(=O)c3ccccc3F)ccc21,-0.1,13%,-17%,-28%,i,5%,?,-0.3%,-6%
CCOc1cccc2c1N[C@@H](c1ccc(C(=O)O)cc1)[C@H]1CC=C[C@@H]21,.,4%,-9%,5%,?,.,-5%,-1.0%,-9%
CN1CCC[C@H]1CCNc1ccc2c(=O)c3ccccc3n(C)c2c1,-0.1,0%,0%,13%,.,1%,?,28%,16µM*
CCOC(=O)[C@@H]1[C@H]2COc3cc(OC)ccc3[C@@H]2N2C(=O)N(c3cccc(Cl)c3)C(=O)[C@]12C,2.2,-5%,-8%,-10%,i,8%,-8%,-1.0%,2%
CCOc1ccc(OCCN2CCCCC2)cc1,0.6,1%,-1%,5%,i,-5%,4%,-0.4%,?
COc1ccccc1-n1c(SCC(=O)NC2CC2)nc2ccccc2c1=O,0.3,-15%,-14%,0%,?,9%,3%,-0.8%,6%
CCCC(=O)Nc1ccc(C2C(=O)c3ccccc3C2=O)cc1,0.7,-30%,-6%,-28%,i,10%,?,3.6%,-15%
CC(C)CC(NC(=O)C1CCCCC1)C(=O)N1CCN(c2ccccn2)CC1 (stereo not given),-3.1,-12%,-15%,?,i,1%,0%,0.5%,10%
Cc1cc(NC(=O)CSc2nc(C3CC3)nc3sc(C)c(C)c23)no1,-0.7,-38%,-28%,?,?,0%,-13%,-0.4%,3%
COc1cc(O)c(C(CCN2CCCC(C)C2)c2ccc3c(c2)OCO3)c(OC)c1 (stereo not given),0.7,-26%&-16%,-8%&-8%,6%&11%,?,4%,-7%,4.9%,?
Cc1cc(C)c2c(c1)C(=O)/C(=C/c1ccc(C(=O)O)cc1)CC2,-2.6,4%,-12%,-17%,i,-18%,60%[activator],?,3%
COC(=O)Cn1cc([N+](=O)[O-])nc1C,-0.4,26%,-9%,-7%,?,-5%,.,0.3%,6%
COc1ccccc1NC(=O)c1ccc(S(=O)(=O)N(C)c2ccccc2)cc1,0.0,-17%,2%,?,i,11%,-10%,2.2%,5%
O=C(NCCCN1CCCC1=O)c1ccc(NS(=O)(=O)c2ccc(F)cc2)cc1,0.1,1%,10%,?,i,4%,3%,-0.3%,6%
CC(C)CNc1nc(Oc2ccc(=O)[nH]n2)nc(N2CCOCC2)n1,-1.7,7%,1%,2%,i,3%,35%,1.9%,5%
CN(C)c1ccc(-c2ccnc3c2CC(C)(C(=O)Nc2ccc(Cl)cc2)O3)cc1 (stereo not given),0.2,-5%,.,.,?,12%,-12%,0.8%,1%
CCOC(=O)C1CCC(CN(Cc2ccc(OC)cc2)S(=O)(=O)c2ccc(F)c(C(=O)Nc3ccc(C)c(C)c3)c2)CC1 (stereo not given),.,1%,-2%,.,i,.,5%,0.0%,?
CCOC(=O)c1noc2ncnc(Nc3cccc(OC)c3)c12,.,-15%,-1%,-23%,i,.,3%,0.6%,-30%
Cc1ccc(NC(=O)c2ccc([N+](=O)[O-])o2)cc1C,0.8,-39%,?,-7%,?,4%,-11%,?,?
C=CCCC(=O)N1CCC(n2nccc2NC(=O)c2ccccc2C)CC1,-0.4,-10%,-2%,7%,i,-2%,2%,-0.3%,-6%
O=c1[nH]c(SCc2ccccc2Cl)nc2c1cnn2-c1ccccc1,-1.3,-26%,-10%,?,i,0%,-14%,-1.4%,-3%
COc1ccc(CNC(=O)c2ccc(CS(=O)Cc3ccccc3Cl)o2)cc1 (stereo not given),.,-22%,7%,20%,.,.,.,6.1%,-26%
CCOC(=O)Cn1c(=O)oc2cc(S(=O)(=O)N(C)c3ccc(OC)cc3)ccc21,0.6,-8%,1%,-12%,i,5%,-3%,2.9%,-10%
CC(/C=C/c1ccccc1)=N/NC(=O)CNC(=O)c1ccccc1F,0.4,-1%,3%,?,i,7%,?,-0.6%,19%
CCOCCCn1c(SCC(=O)Nc2cccc(S(=O)(=O)NC3=NCCCCC3)c2)nc2ccccc2c1=O,-0.8,-22%,-9%,-16%,?,14%,-5%,0.5%,-4%
O=c1c(-c2ccc(O)cc2O)coc2cc(O)cc(O)c12,0.7,7%,4%,13%,i,-1%,33%,9.0%,5%
CCOC(=O)CN1CCC(C2(c3cc4ccccc4[nH]3)OCCO2)CC1,-1.5,-29%,.,.,?,-2%,.,-0.8%,-8%
CCNC(=O)NC(=O)COC(=O)CCCSc1nc2ccccc2s1,-2.2,3%,11%,-18%,i,2%,?,-2.1%,7%
C=CCOC(=O)C1=C[C@H](c2cn(C(C)=O)c3ccccc23)C[C@H](OCCCCO)O1,-1.1,-2%,0%,11%,i,-2%,-1%,1.3%,6%

# 3 structures from above, sorted by formula weight, low to high.
SMILES,IL-2 act,HepG2 tox,A549 viability,Nrf2 inh,S2 tox,EPAC2 ag,ATXN2 expr inh,Nrf2 ARE act,TGFb SMAD3 inh
CC(C)CNc1nc(Oc2ccc(=O)[nH]n2)nc(N2CCOCC2)n1,-1.7,7%,1%,2%,i,3%,35%,1.9%,5%
C=CCCC(=O)N1CCC(n2nccc2NC(=O)c2ccccc2C)CC1,-0.4,-10%,-2%,7%,i,-2%,2%,-0.3%,-6%
CN(C)c1ccc(-c2ccnc3c2CC(C)(C(=O)Nc2ccc(Cl)cc2)O3)cc1 (stereo not given),0.2,-5%,.,.,?,12%,-12%,0.8%,1%

# Next section:
SMILES,IL-2 act,HepG2 tox,A549 viability,Nrf2 inh,S2 tox,EPAC2 ag,ATXN2 expr inh,Nrf2 ARE act,TGFb SMAD3 inh
O=C(CCc1ccccc1)N/N=C\C1CC=CCC1 (stereo not given),0.2,-25%,-1%,-15%,i,2%,-8%,0.1%,14%
Cc1ccc(NC(=O)C(=O)NCC(c2cccnc2)N2CCN(Cc3ccccc3)CC2)cc1 (stereo not given),.,9%,8%,-14%,i,.,4%,0.1%,-13%
CN1C=CC=C/C1=C1/SC(=S)N(Cc2ccccc2)C1=O,1.4,-3%,-15%,6%,?,-4%,-28%,3.0%,-3%
CCN(CC)c1ccc(/C=N/NC(=O)c2cccc(S(=O)(=O)N3CCOCC3)c2)c(O)c1,0.3,-4%,?,?,.,29%,1.9µM*,7.7%,?
CCc1ccc(-n2nc(C)c3c(C)cc(=O)n(CC(=O)Nc4ccc(OC)c(OC)c4)c32)cc1,.,-9%,9%,1%,i,.,5%,-0.6%,-1%
O=C1NCCN1Cc1cccc(Cl)c1,4.2,1%,9%,.,i,3%,12%,-0.9%,2%

# Filtered by structure: the compounds so far with fluorine.
SMILES,IL-2 act,HepG2 tox,A549 viability,Nrf2 inh,S2 tox,EPAC2 ag,ATXN2 expr inh,Nrf2 ARE act,TGFb SMAD3 inh
O=C(C[C@H]1C[C@H]2c3cc(NC(=O)CC4CC4)ccc3O[C@H]2[C@H](CO)O1)NCc1ccccc1F,-2.8,-6%,.,.,i,-7%,-13%,-0.6%,7%
CCn1c2ccccc2c2cc(NC(=O)COC(=O)c3ccccc3F)ccc21,-0.1,13%,-17%,-28%,i,5%,?,-0.3%,-6%
O=C(NCCCN1CCCC1=O)c1ccc(NS(=O)(=O)c2ccc(F)cc2)cc1,0.1,1%,10%,?,i,4%,3%,-0.3%,6%
CCOC(=O)C1CCC(CN(Cc2ccc(OC)cc2)S(=O)(=O)c2ccc(F)c(C(=O)Nc3ccc(C)c(C)c3)c2)CC1 (stereo not given),.,1%,-2%,.,i,.,5%,0.0%,?
CC(/C=C/c1ccccc1)=N/NC(=O)CNC(=O)c1ccccc1F,0.4,-1%,3%,?,i,7%,?,-0.6%,19%
